Screening data as filed in PubChem BioAssay.
HSP90 inh – HSP90 inhibitors, primary screen, cell lysate, luminescence | actives 0.91% (n = 290,000) | Heat shock protein HSP 90 (rabbit reticulocyte lysate; luciferase refolding) | inhibition, % at 5.6 µM | Rabbit reticulocyte lysate, luciferase refolding luminescence, 3 h;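 active = inhibition above the screen-wide mean plus 3 SD, computed separately per campaign, cut at about 16% in these data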;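 note: 0% = DMSO wells and 100% = 60 µM geldanamycin wells; inhibitors lower the luminescence because luciferase stays unfolded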
GSK3 alpha inh – blockers of GSK3A enzyme activity – biochemical, luminescence, cell-free homogeneous, HTS, primary screen; actives 0.1% (n = 320,000); AID 2650, 2010; Glycogen synthase kinase-3 alpha (Homo sapiens), P49840; GSK-3 alpha kinase, ADP-Glo luminescence, 60 min; inhibition, % at 10 µM;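 in the data active = inhibition above about 50%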;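 note: GST-tagged GSK-3 alpha with peptide substrate and 25 µM ATP; 0% = DMSO neutral wells and 100% = GW8510 positive control wells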
Target sequence (P49840 whole entry, looked up): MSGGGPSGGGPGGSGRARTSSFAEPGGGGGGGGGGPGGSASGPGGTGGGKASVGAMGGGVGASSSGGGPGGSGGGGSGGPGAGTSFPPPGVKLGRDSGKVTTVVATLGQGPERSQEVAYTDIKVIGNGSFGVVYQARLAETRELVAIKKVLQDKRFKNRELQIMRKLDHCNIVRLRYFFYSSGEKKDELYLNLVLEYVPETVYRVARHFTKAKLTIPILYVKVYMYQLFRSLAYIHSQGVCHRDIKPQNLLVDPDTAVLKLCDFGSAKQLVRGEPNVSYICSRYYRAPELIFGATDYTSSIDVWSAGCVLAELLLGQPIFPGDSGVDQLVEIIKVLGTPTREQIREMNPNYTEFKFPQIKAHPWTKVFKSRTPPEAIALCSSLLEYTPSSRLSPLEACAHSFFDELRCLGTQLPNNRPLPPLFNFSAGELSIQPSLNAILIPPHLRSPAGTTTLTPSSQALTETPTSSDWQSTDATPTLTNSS
HIF act – HIF pathway transcriptional activators, primary screen, cell-based, U2OS HRE-luciferase, luminescence; U2OS HRE-luciferase reporter; normalized: DMSO 0%, desferrioxamine 100%; activation, % at 7.5 µM (by protocol); actives 0.32% (n = 300,000); AID 1910, 2009;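 active = mean activation of at least 10% of the iron chelator positive control signal, with at least half of replicates also reaching 10%; inconclusive = mean and replicate majority disagree about reaching 10%; inactive = mean and most replicates under 10%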
GSK3B inh – human GSK3beta kinase inhibitors, primary screen, biochemical, cell-free homogeneous, HTS; GST-GSK3beta kinase, ADP-Glo luminescence, 60 min; stronger effect = lower value; activity score (negative = inhibition), % at 10 µM; actives 0.038% (n = 300,000); AID 2097, 2009;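 active = more than half of replicate wells score below -50%, meaning over 50% inhibition versus plate controls; inconclusive = some replicates but at most half score below -50%; inactive = no replicate scores below -50%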;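 note: 0% = median DMSO wells and -100% = median GW8510 positive control wells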
Target sequence (P49841 whole entry, looked up): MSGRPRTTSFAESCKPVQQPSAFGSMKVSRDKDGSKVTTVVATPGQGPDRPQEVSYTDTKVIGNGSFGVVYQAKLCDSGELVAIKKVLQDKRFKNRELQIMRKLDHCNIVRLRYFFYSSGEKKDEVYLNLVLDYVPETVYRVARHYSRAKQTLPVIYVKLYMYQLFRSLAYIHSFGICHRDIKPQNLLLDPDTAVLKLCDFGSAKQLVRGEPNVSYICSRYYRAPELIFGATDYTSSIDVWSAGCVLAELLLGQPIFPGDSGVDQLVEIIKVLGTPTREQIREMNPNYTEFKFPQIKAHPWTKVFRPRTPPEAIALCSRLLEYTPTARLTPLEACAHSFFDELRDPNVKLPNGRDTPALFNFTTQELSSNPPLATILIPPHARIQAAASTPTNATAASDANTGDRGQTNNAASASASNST
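Assay system: GST-fused GSK3beta enzyme, cell-free / Medium: Tris pH 7.5 buffer with MgCl2, DTT, BSA, heparin / Also added: peptide substrate plus 25 µM ATP (final) / Compound: 10 µM single point / Timing: kinase reaction with compound 60 min at room temperature / Detection: ADP-Glo luminescence / Benchmarks: DMSO neutral wells and GW8510 at 20 µM as positive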
HSF1 inhib – HSF1 inhibitors in luciferase reporter cells, primary screen, cell-based, NIH3T3, luminescence; activity change, negative = inhibition, % at 7.5 µM (by protocol); actives 0.77% (n = 300,000); NIH3T3-HGL HSE-luciferase, MG132-induced, luminescence 8 h; stronger effect = lower value;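 active = more than half of replicate wells show activity change below -50%, luminescence cut by over half; inconclusive = some wells, but at most half, below -50%; inactive = no replicate well below -50%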;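 note: luciferase reports HSF-1 transcriptional activity via heat shock element; 0% = median of DMSO wells and -100% = zero luminescence signal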
aSyn UTR inh – MLPCN primary screen, SNCA 5' untranslated region. actives 0.82% (n = 300,000). alpha-synuclein 5'UTR reporter, inhibitor activity. inhibition, % (tested at 7.5 µM); in the data active = inhibition above about 60%; inconclusive = no clear call, values can overlap the other calls;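 note: H4 neuroglioblastoma cells stably carrying SNCA 5'UTR luciferase fusion; 0% = DMSO wells and 100% = positive control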
AI-2 QS mod – Vibrio harveyi AI-2 quorum sensing modulators, primary screen, JMH597 strain, luminescence/OD600 ratio; Vibrio harveyi JMH597 AI-2 luminescence/OD600 ratio, 9 h; stronger effect = lower value; strain lacks LuxN and CqsS sensors; 0 = neutral-control median; activity change, % at 7.5 µM; actives 0.4% (n = 300,000); AID 2094, 2009; in the data active = activity change below about -75%, passing the limit was not always enough; inconclusive = no clear call, values can overlap the other calls;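 note: luminescence divided by OD600 gain over 9 h not by final OD600 alone; inactives centre near 13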
IEC-6 cytotox – cytotoxicity in IEC-6 intestinal epithelial cells, primary screen, cytotoxicity control for KLF5 inhibitor project, cell-based, luminescence; IEC-6 cytotoxicity, luminescence viability; inhibition, % at 5 µM; actives 0.78% (n = 290,000); in the data active = inhibition above about 22%;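 note: 0% = plate median of test compound wells and 100% = cytotoxic reference compound wells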
HSF-1 act – HSF-1 activators, primary screen, NIH3T3-HGL cells, MG132 stress, luminescence, single point; NIH3T3-HGL HSF-1 luciferase reporter, 8 h; 100% = twice DMSO control signal; activation, % at 9 µM; actives 1.7% (n = 300,000);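 active = mean replicate activation of at least 50% with a set share of replicates each reaching 50%; inconclusive = only one of those two conditions met; inactive = mean below 50% and too few replicates reaching it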;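 note: 0% = median of the neutral control wells and 100% = twice that signal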
KLF5 inhibitor – KLF5 expression inhibitors, primary screen, DLD-1 cells, luminescence; DLD-1 KLF5 promoter-luciferase reporter; inhibition, % at 5 µM; actives 0.23% (n = 290,000);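 active = inhibition above a per-plate limit of that plate's mean compound inhibition plus 3 SD, cut at about 60% in these data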;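 note: 0% = DMSO wells and 100% = LY294002 at 200 µM; higher means less KLF5 promoter-driven luciferase light; inactives centre near -14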
An asterisk follows results filed as active; ? = inconclusive; . = not tested or not shown.

SMILES	HSP90 inh	GSK3 alpha inh	HIF act	GSK3B inh	HSF1 inhib	aSyn UTR inh	AI-2 QS mod	IEC-6 cytotox	HSF-1 act	KLF5 inhibitor
Cc1ccc(CNn2cnnc2SCc2ccc(F)cc2)cc1	-1	5	-0.1	-3	-3	9	18	-1	29	-5
O=C(OCC1OC(Oc2ccc(O)cc2)C(O)C(O)C1O)c1ccccc1 (stereo not drawn)	.	19	-0.2	-12	-2	16	37	.	-5	.
Oc1ccccc1/C=N/Nc1ccccc1	-1	3	0.4	-4	-13	-133	21	1	-1	-6
Cn1c(/C=C/c2ccc(Br)cc2)nc2ccccc2c1=O	-2	-1	2.4	2	37	-171	35	-3	61*	-72
CCN(CC(=O)NCCc1ccc(S(N)(=O)=O)cc1)Cc1ccccc1	-3	0	0.2	0	3	8	26	-3	10	-22
CC(=O)N1CCCc2cc(S(=O)(=O)N3CCCC3)ccc21	-6	-2	0.3	2	-1	-7	.	-1	-2	-31
NS(=O)(=O)c1ccc(NC(=S)NC2CC2)cc1	1	0	0.7	-2	3	-16	15	-2	4	-8
C=CCn1c(SCC(=O)Nc2cccc3ccccc23)nc(O)c(CC)c1=O	6	0	0.0	0	.	6	16	-9	.	-25
O=C1CC(N(O)c2ccccc2)C(=O)N1Cc1ccccc1 (stereo not drawn)	1	0	-0.5	4	6	-7	-2	4	5	-40
Cc1cccc(N(CC(=O)NC2CCCCC2)C(=O)CCCC(=O)Nc2ccccn2)c1C	-1	-2	-0.2	.	-1	10	.	7	6	0
CC1=C(C#N)C(Nc2cc(C)ccn2)(C(F)(F)F)C(=O)N1 (stereo not drawn)	-4	-3	-0.8	0	-13	12	3	-1	-27	-2
COc1cc(C(=O)NCC(=O)NC(C)CCc2ccccc2)cc(OC)c1OC (stereo not drawn)	3	0	-0.7	-2	-5	24	-6	4	-10	9
Cc1cc(NC(=O)CCn2c(=O)sc3ccccc32)no1	5	-3	-0.2	2	-5	9	22	-1	5	6
O=C(Cn1ncc(Cl)c(Cl)c1=O)N1CCN(Cc2ccccc2)CC1	-3	.	-8.4	2	55	-71	16	10	55*	-42
COc1ccccc1Cn1c(=S)[nH]c2cc(C(=O)NCc3cccnc3)ccc2c1=O	-4	.	-0.5	-3	0	13	11	-2	4	-16
COc1ccc(C(C)(C)C)cc1NC(=O)c1ccc2ncsc2c1	7	-1	0.5	2	-15	-40	8	2	-15	-28
Cc1ccc(NC2CCCN(C(=O)c3ccccc3N3CCOCC3)C2)cc1C (stereo not drawn)	-1	1	0.5	3	3	17	17	4	0	-11
COCCCNC(CC(=O)Nc1cc(C)cc(C)c1)C(=O)O (stereo not drawn)	.	-1	0.0	-3	-4	11	-4	.	3	.
CCC(C)[C@H](NC(=O)NCc1ccc(S(N)(=O)=O)cc1)C(=O)OC (stereo partly drawn)	-3	2	-0.2	1	-1	-21	18	-1	10	-15
COc1cccc(CC(=O)Nc2nc(-c3ccc(OC)c(OC)c3)cs2)c1	-2	0	-0.8	-3	-4	28	11	-4	4	-6
COC(=O)c1ccc2c(c1)NC(=O)C(N(CC(C)C)CC(C)C)S2 (stereo not drawn)	-2	-1	-0.6	-2	1	9	-11	1	-2	-26
CCOC(=O)c1cc([N+](=O)[O-])sc1NC(=O)c1ccc(S(=O)(=O)N2CC3(C)CC2CC(C)(C)C3)cc1 (stereo not drawn)	0	-3	-0.3	0	-21	?	17	-3	-9	-11
S=C(NCCc1ccccc1)Nc1ccc(Nc2ccccc2)cc1	5	-2	-1.0	2	-1	3	8	4	6	-18
Cc1cc(NS(=O)(=O)c2ccc(NC(=O)COc3ccccc3C(C)(C)C)cc2)no1	3	-5	-0.3	1	4	1	54	-3	-18	-4
O=C(CSc1nnc(-c2ccc(F)cc2)c2ccccc12)Nc1ccccc1	4	5	0.7	0	54	4	20	-3	83*	-3
NC(=O)NC(=O)COC(=O)c1ccc2noc(-c3ccccc3)c2c1	9	-4	1.7	-3	10	-48	12	-9	13	-140
CC(=O)Oc1ccc(C(=O)O)cc1OC(C)=O	-4	1	-0.6	-5	-8	18	22	-5	-26	5
COC(=O)C1=C(C)OC(N)=C(C#N)C1c1ccccc1F (stereo not drawn)	-1	0	-0.1	-3	-8	-28	-10	-5	5	-29
O=C(Nc1ccc2oc(=O)ccc2c1)c1ccco1	-1	2	1.6	-5	10	-75	12	-6	20	-15
COC(=O)c1ccc(NC(=O)C(=O)N2CCN(C(=S)Nc3ccccc3OC)CC2)cc1	-2	0	0.2	-2	9	5	-7	-3	23	-25
COc1ccc(OCCC(=O)NC2=NCCS2)cc1	-2	-1	0.3	1	4	-2	9	-4	1	-30
CCC(Sc1nc(C)cc(=O)[nH]1)C(=O)Nc1nc(-c2ccccc2)cs1 (stereo not drawn)	-3	-4	-0.1	5	-1	12	0	-6	-3	-1
CCOC(=O)C1CCCN(S(=O)(=O)c2ccc3c4c2CC(=O)N4CC(C)S3)C1 (stereo not drawn)	-3	-2	0.1	0	9	24	31	-2	30	-7
Cc1cc(C)c2c(c1)NC(c1cc3c(cc1Br)OCO3)C1CC=CC21 (stereo not drawn)	-5	-2	-1.4	3	6	35	46	1	-6	17
Cc1cccc2c(C(=O)N3CCCCC3)cc(-c3ccccc3)nc12	0	-1	-6.0	2	20	11	10	-3	27	-23
CCOc1cc(/C=N/NC(=O)Cn2nc([N+](=O)[O-])cc2C)cc(Br)c1OCc1ccccc1C	-4	0	-0.1	0	28	-1	30	-1	71*	-2
C/C(CCN1CCc2nc(-c3ccccc3)c(-c3ccccc3)cc2C1)=N\O[C@@H](C)c1cc(-c2c(C)cc(C)cc2C)no1	3	0	0.0	-1	-11	-7	-6	-5	-17	8
CN(CC1CCOCC1)C(=O)CC1C(=O)NCCN1CC(c1ccccc1)c1ccccc1 (stereo not drawn)	5	-2	-0.2	-1	-2	-1	22	-3	2	-23
O=C(Cn1nc(C(=O)O)c2ccccc2c1=O)NCC1CCCO1 (stereo not drawn)	13	-1	-0.1	4	-6	-9	59	-9	7	10
Cc1ccc(N=C2SC(C(=O)O)CC(=O)N2C)cc1C (stereo not drawn)	3	-3	0.1	4	-2	0	30	9	-18	-5
O=C(O)c1cccc(NS(=O)(=O)c2ccc3nnn(O)c3c2)c1	8	-4	-0.2	4	-7	-6	18	-2	-5	-20
Cn1c(CN2CCCC2)nc2cc(NC(=O)COc3ccc(Cl)cc3)ccc21	4	1	-0.2	0	0	2	4	2	4	-23
CC(OC(=O)CC1Sc2ccccc2NC1=O)C(=O)NC1CCCC1 (stereo not drawn)	6	-1	0.0	-3	0	-11	10	-4	5	-32
CC(C)[C@H]1COCCS(=O)(=O)N1Cc1ccc(Cl)cc1	-1	1	0.0	3	-3	-2	16	-6	0	-12
CC(=O)c1cccc(NC(=O)CN(Cc2ccccc2)S(C)(=O)=O)c1	2	0	0.3	1	.	-1	12	-2	.	4
O=C(CC1SC(=Nc2ccc(O)cc2)NC1=O)Nc1ccccc1 (stereo not drawn)	5	-1	1.7	0	1	-9	8	-3	4	7
Cc1cc(=O)nc2c3ccccc3n(C(C)C(=O)NCCC(C)C)n12 (stereo not drawn)	-1	1	0.2	-2	2	-5	8	-6	0	-12
O=C(Nc1nnc(-c2ccc(Cl)cc2)o1)C1CCCCC1	.	-2	0.4	-2	1	-80	-36	.	1	.
Cc1cc(C)c(S(=O)(=O)N2CCOC2CNC(=O)C(=O)NCc2cccnc2)c(C)c1 (stereo not drawn)	-5	-1	-0.1	1	-8	-3	26	-6	6	-10
O=[N+]([O-])c1ccc2[nH]c(O)c(N=NC(=S)Nc3cccnc3)c2c1	3	1	-0.4	5	-3	17	0	2	-4	-31
O=C(/C=C/c1ccccc1)OCc1cnc(Cl)s1	1	-4	0.4	5	3	-10	-70	2	-2	3
C/C(=N\NC(=O)c1ccccc1[N+](=O)[O-])c1ccc(Br)s1	3	-2	0.1	-7	14	19	1	6	27	5
Cc1ccc(-n2c(=O)c3ccc(C(=O)NCc4ccco4)cc3n(Cc3ccccc3C#N)c2=O)cc1	-2	-5	-0.8	3	8	19	8	-4	-12	6
COc1ccc(OC)c(/C=N/NC(=O)c2ccc(=O)[nH]n2)c1	5	0	-0.3	0	0	7	22	2	-20	-11
CCCNc1c(NS(=O)(=O)c2ccc(C)cc2C)c(=O)oc2ccccc12	1	-10	0.0	-4	17	-20	14	-5	6	-3
COc1ccccc1-c1nc2n(n1)C(c1cccs1)C(C(=O)Nc1cccnc1)=C(C)N2 (stereo not drawn)	1	2	1.0	2	5	6	10	-1	16	-30
Cc1ccc(C(=O)Oc2oc(-c3ccccc3)nc2C=Nc2ccc(N(C)C)cc2)cc1	9	2	1.2	-1	89	-25	47	-2	144*	-97
CCN1CCN(C(c2ccccc2)c2nnnn2Cc2ccc(OC)cc2)CC1 (stereo not drawn)	3	-2	-0.2	-1	-6	9	32	-5	-10	-13
COc1ccc2[nH]cc(/C=N/NS(=O)(=O)c3ccc(C)cc3)c2c1	-3	1	-1.2	-4	28	-8	0	6	23	-3
COC(=O)c1ccc(CSc2nnnn2Cc2ccccc2)cc1	-2	0	-0.2	-3	6	-10	-2	-6	34	-8

More results
SMILES	HSP90 inh	GSK3 alpha inh	HIF act	GSK3B inh	HSF1 inhib	aSyn UTR inh	AI-2 QS mod	IEC-6 cytotox	HSF-1 act	KLF5 inhibitor
Cc1nn(C)c(C)c1NC(=O)c1ccnn1C	4	-3	-0.1	-1	-5	13	8	0	-17	-48
CC(=O)NC(Cc1ccc(F)c(F)c1)C(=O)NC1CCN(c2nnnn2-c2ccccc2)CC1 (stereo not drawn)	-1	-1	-9.0	-1	2	6	24	9	17	-14
COc1ccc(C(=O)CSc2nc3ccccc3n2CC(=O)NC(C)(C)C)cc1	1	-3	.	.	.	.	.	-11	.	-33
CC(=O)c1ccc(N2CCN(C(=O)COc3ccc4c(c3)CCC4)CC2)cc1	-1	-2	-0.4	-1	21	4	10	-2	7	-5
CC(C)(C)N1C(=O)[C@H]2[C@@H](c3ccc(Br)cc3)N3C(=O)N(c4ccccc4)C(=O)[C@@]3(Cc3ccccc3)[C@H]2C1=O	.	.	-1.2	1	4	1	21	.	19	.
